# Bioassay records deposited in PubChem by Sanford-Burnham Center for Chemical Genomics.
# tim10-1 inh: growth inhibitors of tim10-1 mutant yeast, primary screen, luminescence, uHTS | S. cerevisiae tim10-1 ts strain growth, BacTiter-Glo, 24 h | inhibition, % at 20 µM | 330,000 compounds, 2.2% hits | AID 463190, 2010;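 active = inhibition of at least 40%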;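 note: mutant grown at 25 °C; 0% = DMSO wells with yeast and 100% = wells holding no yeast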
# Mdm2 MdmX PPI: inhibitors of human Mdm2-MdmX association, primary screen, cell-based, luminescence, split luciferase, SaOS-2, uHTS | Protein Mdm4 (Homo sapiens) + E3 ubiquitin-protein ligase Mdm2 (Homo sapiens), … | SaOS-2 split-luciferase Mdm2/MdmX complementation | inhibition, % at 8 µM | 330,000 compounds, 3% hits;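 active = inhibition of at least 50% at 8 µM in the primary screen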
# Target sequence (O15151 whole entry, looked up): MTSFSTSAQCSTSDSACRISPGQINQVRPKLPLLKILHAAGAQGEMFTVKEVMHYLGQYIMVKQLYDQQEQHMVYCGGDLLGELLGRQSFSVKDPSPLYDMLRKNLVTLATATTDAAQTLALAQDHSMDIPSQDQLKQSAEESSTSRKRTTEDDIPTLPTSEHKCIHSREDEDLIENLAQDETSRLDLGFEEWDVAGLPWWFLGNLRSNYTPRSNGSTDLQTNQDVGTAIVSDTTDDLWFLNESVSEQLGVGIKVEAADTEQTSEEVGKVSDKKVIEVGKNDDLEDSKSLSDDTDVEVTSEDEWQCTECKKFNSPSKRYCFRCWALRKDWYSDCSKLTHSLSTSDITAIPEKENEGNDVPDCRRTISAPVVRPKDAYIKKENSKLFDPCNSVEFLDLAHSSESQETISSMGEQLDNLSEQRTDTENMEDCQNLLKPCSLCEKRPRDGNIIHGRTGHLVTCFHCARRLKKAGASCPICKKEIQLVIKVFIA
# Target sequence (Q00987 whole entry, looked up): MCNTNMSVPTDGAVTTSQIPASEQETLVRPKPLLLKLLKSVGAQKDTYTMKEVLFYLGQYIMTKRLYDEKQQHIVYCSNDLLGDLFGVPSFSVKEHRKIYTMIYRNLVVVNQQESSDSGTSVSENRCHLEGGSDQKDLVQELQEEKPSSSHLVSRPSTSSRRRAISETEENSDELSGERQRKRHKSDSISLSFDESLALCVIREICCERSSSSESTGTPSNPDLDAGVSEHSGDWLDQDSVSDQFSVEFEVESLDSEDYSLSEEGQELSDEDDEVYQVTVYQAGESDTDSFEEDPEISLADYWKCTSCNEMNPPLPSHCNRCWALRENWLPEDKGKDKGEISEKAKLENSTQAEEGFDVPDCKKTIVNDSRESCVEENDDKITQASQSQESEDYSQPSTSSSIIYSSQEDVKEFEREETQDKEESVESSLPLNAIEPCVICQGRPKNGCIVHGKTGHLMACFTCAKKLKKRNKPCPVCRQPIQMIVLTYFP
# UPR XBP1 act: activators of adaptive XBP1 UPR arm, primary screen, cell-based, CHO-XBP1 luciferase reporter, luminescence, uHTS | IRE1-XBP1 UPR activation; percent of tunicamycin response, DMSO as zero | activation, % at 20 µM | 330,000 compounds, 0.33% hits;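 active = versus positive control, 20 µM dose yields 30% or more activation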;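 note: 100% = tunicamycin at 10 µg/mL and 0% = DMSO only wells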
#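 Material: CHO-XBP1 cells stably carrying IRE1-XBP1-driven luciferase reporter | Medium: F12 with 10% serum | Compound dosing: 20 µM single concentration, DMSO 1% | Incubation: Overnight seeding at 37 °C, 6 h compound treatment at 37 °C | Detection: Steady-Glo luminescence read | Read-out basis: % activation of reporter signal versus tunicamycin and DMSO controls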
# TIM10 inh: growth inhibitors of isogenic TIM10 control yeast, primary screen, counter-screen for tim10-1 yeast inhibitor project, luminescence, uHTS; AID 463195, 2010; S. cerevisiae TIM10 strain growth, BacTiter-Glo luminescence, 24 h; 330,000 compounds, 1.4% hits; inhibition, % at 10 µM;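 active = inhibition of 40% or more at the single tested concentration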;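 note: wild-type TIM10 isogenic control strain grown at permissive 25 °C; 0% = DMSO yeast wells and 100% = minimal medium wells without yeast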
# APJ antagonist: antagonists of human apelin receptor APJ, primary screen, CHO-K1 cells, beta-arrestin complementation, luminescence. AID 2521, 2010. 330,000 compounds, 0.32% hits. inhibition, % at 20 µM. P35414;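 active = inhibition above about 40% at 20 µM, limit read from the data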;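 note: cells challenged with 10 nM apelin-13 agonist together with compound; plate controls were apelin-13 plus DMSO wells for no effect and DMSO wells lacking apelin-13 for full effect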
# tim23-1 inh: growth inhibitors of tim23-1 mutant yeast, primary screen, luminescence, uHTS; inhibition, % at 20 µM; S. cerevisiae tim23-1 growth, BacTiter-Glo luminescence, 24 h; 330,000 compounds, 1.3% hits;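 active = growth inhibition of the mutant yeast at or above 50%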;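 note: temperature-sensitive mutant grown at 25 °C; plate controls were DMSO-treated mutant yeast for no effect and medium wells lacking yeast for full effect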
# CXCR6 inh: CXCR6 receptor inhibitors, primary screen, cell-based, beta-arrestin, luminescence, CHO-K1 PathHunter, 1536-well; inhibition, % at 20 µM; 360,000 compounds, 0.36% hits; C-X-C chemokine receptor type 6 (Homo sapiens), O00574; in the data active = inhibition above about 34%, passing the limit was not always enough;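 note: antagonist mode with CXCL16 agonist at 10 nM final; 0% = 10 nM CXCL16 with DMSO and 100% = unstimulated wells without agonist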
# APJ ag: agonists of human apelin receptor APJ, primary screen, CHO-K1 cells, PathHunter beta-arrestin, luminescence. AID 2520, 2010. 330,000 compounds, 0.11% hits. P35414. activation, % at 20 µM. 0% DMSO wells, 100% apelin;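 active = activation more than six SD over the plate average, tested at 20 µM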;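 note: 0% = DMSO alone and 100% = apelin-13 at 10 nM; some results filed as inactive read as strong as hits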
#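 Assay system: CHO-K1 APJ beta-arrestin complementation cell line / Compound: single test compound dose, 20 µM final, 1% DMSO / Times: overnight seeding, 90 min compound at 25 °C, 1 h detection / Technique: beta-gal luminescence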
# CHOP UPR activ: activators of apoptotic CHOP UPR arm, primary screen, cell-based, CHO-CHOP luciferase reporter, luminescence, uHTS | UPR activation; percent of tunicamycin response over DMSO baseline | activation, % at 10 µM | 330,000 compounds, 0.34% hits;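 active = at 10 µM dose, activation of 40% or more, normalized to positive control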;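 note: 100% = tunicamycin at 10 µg/mL and 0% = DMSO alone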
#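 Assay system: CHO-CHOP cells, stable luciferase reporter of PERK-eIF2a-CHOP signalling / Buffer or medium: F12 plus 10% serum / Compound dosing: one dose, 10 µM in 0.5% DMSO / Times: 6 h compound treatment, 37 °C / Technique: luciferase luminescence / Read-out: % reporter activation, DMSO baseline versus tunicamycin full activation / Benchmarks: tunicamycin and DMSO controls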
# Numbers without * were called inactive. Not all compounds are listed (hit frequency here may not be typical).
SMILES	UPR XBP1 act	TIM10 inh	APJ antagonist	tim23-1 inh	tim10-1 inh	CXCR6 inh	APJ ag	Mdm2 MdmX PPI	CHOP UPR activ
CN(C(=O)CSc1nnc(-c2ccc(OC(F)F)cc2)n1N)C1CCS(=O)(=O)C1 (stereo not given)	-2	5	10	0	16	0	0	-16	1.3
COc1ccc(NC(=O)CN(C)S(=O)(=O)c2cnc[nH]2)cc1OC	-1	-4	15	-5	-4	2	-1	1	0.3
CCOC(=O)/C(C#N)=C1/C=CN(c2ccccc2)C=N1	-1	9	-7	14	5	-4	1	7	0.5
CCOC(OCC)c1cn(Cc2ccc(C(=O)c3ccccc3)cc2)nn1	-2	1	3	-15	-7	-2	3	35	-1.3
CC(C)NC(=O)c1ccccc1NC(=O)/C=C/c1cccc([N+](=O)[O-])c1	26	-6	5	-14	-4	-3	1	75*	-0.1
Cc1onc(-c2ccccc2)c1-c1ccnn1C(=O)NC(C)C	-4	-24	1	-41	-38	2	-1	28	-0.9
O=C(NCCCn1ccnc1)C1CC2CCC1C2 (stereo not given)	-1	2	-6	10	9	-4	-1	-11	0.1
Cc1ccccc1C(=O)OCC(=O)NCc1ccco1	1	-8	3	9	-11	4	-5	14	1.5
CCOc1ccc(OCCN2C(=O)NC(Cc3c[nH]c4ccccc34)C2=O)cc1 (stereo not given)	0	21	13	0	14	-2	-1	11	-0.1
CCOC(=O)c1c(C)[nH]c(C)c1S(=O)(=O)N(C)CC(=O)Nc1ccccc1OC	-4	5	-30	-20	0	-4	3	11	0.4
Cc1ccc(C)n1/N=C1/NC(=O)CS1	-2	-2	9	13	13	12	0	17	1.7
CCN1CCN(C(c2ccccc2)c2nnnn2Cc2ccc(OC)cc2)CC1 (stereo not given)	0	7	6	9	-4	0	-1	5	-0.6
Cc1ccc(SCCN2CCC(C(C)(C)C)CCC2=O)cc1 (stereo not given)	1	21	-19	38	45*	3	0	-64	1.6
CC(C)C(c1nnnn1Cc1cccs1)N1CCN(C2CCCC2)CC1 (stereo not given)	-1	20	6	4	-11	6	-2	-15	1.5
CC(C)OP(=O)(OC(C)C)C(O)c1ccc2c(c1)OCO2 (stereo not given)	1	-20	-14	-2	4	7	-2	2	-1.4
Cc1ccc(S(=O)(=O)Oc2ccc(/C=C3/N=C(c4ccccc4)OC3=O)cc2)cc1	1	8	5	6	2	-5	1	17	-0.8
Nc1c(-c2ccc(Cl)cc2)cnc2ncnn12	-1	-1	0	6	2	2	-3	5	-0.6
CC1CCCCN1C(=O)CSc1nnc(CSc2ncccn2)n1C (stereo not given)	0	-25	13	6	15	0	-1	-29	-1.1
Cc1ccc(S(=O)(=O)Nc2cc(-c3nn(C)c(=O)c4ccccc34)ccc2N2CCOCC2)cc1	18	24	4	8	12	0	-3	86*	0.3
Cc1ccc(S(=O)(=O)NCCC(=O)OCC(=O)NC(=O)c2cccn2C)cc1	-3	4	-7	1	20	-7	-3	-7	-0.2
Cc1ccc(OCc2nnc(SCC(=O)Nc3ncc(C)s3)o2)cc1	0	-31	3	-13	-13	5	1	9	2.6
COc1ccccc1/C=C/CN1CCCC(CO)(CCc2ccccc2)C1 (stereo not given)	-4	6	10	21	5	6	-1	10	2.3
O=C(O)c1ccc(Cl)cc1NC(=O)C1CCCO1 (stereo not given)	0	-3	14	-6	14	-7	-3	-32	0.2
CCCCN(C(=O)CSc1ncnc2sccc12)c1c(N)n(Cc2ccccc2)c(=O)[nH]c1=O	0	19	-6	11	-1	2	-2	15	-0.9
O=C(O)c1ccccc1-c1ccccc1C(=O)NNc1ccccc1	1	-33	8	11	-41	-10	1	18	1.7
COC(=O)c1cc(NC(=O)c2c(Cl)nc3sccn23)cc(C(=O)OC)c1	19	-6	15	-11	-18	-6	4	68*	-0.9
CCCc1cc(=O)[nH]c(SCCOc2ccc(OCC)cc2)n1	3	3	-11	19	17	-5	4	-5	-1.2
Cc1cccc(C(=O)OCC(=O)c2ccc3c(c2)OCCO3)c1O	-1	3	-2	13	2	0	-3	-2	-0.6
Cc1ccc(C(=O)/C=C/c2ccccc2[N+](=O)[O-])cc1	-2	50*	-3	59*	30	6	-2	-74	3.3
CCc1ccc(/C=C/C(=O)c2ccc(N3CCOCC3)cc2)cc1	0	22	15	28	21	-3	-1	5	4.8
COC(Cn1c(-c2cccc(S(=O)(=O)N(C)C)c2)n[nH]c1=S)OC	-2	-14	-2	-3	7	-13	-7	-11	-2.2
CCn1c(SCc2ccccc2)nnc1C1CCCCC1	-1	28	-3	41	29	3	-3	5	-1.4
COc1ccc(C(=O)NNC(=O)CN2CCC(n3nnc4cc(C(F)(F)F)ccc43)CC2)cc1	-4	-2	6	-9	-1	-2	-1	24	-1.0
CC(C)CC[n+]1ccn(C2=C([O-])c3ccccc3C(=O)/C2=N\S(=O)(=O)c2ccccc2)c1	0	9	-49	10	-10	-11	14	29	-2.0
Nc1c(Sc2ccccc2)c(=O)[nH]c(=O)n1Cc1ccccc1	0	-7	23	5	-2	28	-6	-26	1.6
COCC(=O)NNC(=O)Cc1ccc(Cl)cc1	3	-10	15	-2	-13	4	0	10	0.9
Nc1ccc(-n2nc(C(F)(F)F)cc2C(F)(F)F)cc1	1	16	6	16	13	12	2	12	-0.1
CCN1CCN(CCNC(=O)Nc2ccc([N+](=O)[O-])cc2)CC1	-1	10	-4	6	-11	-4	2	25	0.2
O=C(Nc1ccc([N+](=O)[O-])cc1)Nn1cnnc1	-3	-2	18	11	3	12	2	27	2.1
COc1cc(/C=C2\SC(N3CCC(C)CC3)=NC2=O)ccc1O	0	30	15	45	40	0	-4	48	-0.7
CCc1nnc(SCC(=O)Nc2ccc3c(c2)OCO3)o1	-1	-10	7	8	5	1	2	21	-0.1
N#CC1=C(N)C(C#N)(C#N)C2(CCC3(CC2)OCCO3)C2CC3(CC=C12)OCCO3 (stereo not given)	-1	3	-2	1	9	-7	0	-4	0.4
CC(C)NC(=O)c1cnc(Sc2ncc(C(F)(F)F)cc2Cl)n1C	1	3	6	14	11	2	-2	13	2.0
CC1CC1C(=O)N(C)CC(=O)Nc1ccccc1Br (stereo not given)	-3	1	-10	4	6	-2	-2	3	-0.5
COc1ccc(-n2cc(CNCc3cnc4ccccn34)c(-c3cccc(F)c3)n2)cc1	-1	13	-8	21	23	-8	4	9	-0.6
O=C(O)C1CC1C(=O)N1CCN(c2ccc(Cl)c(Cl)c2)CC1 (stereo not given)	-3	7	-4	10	2	-17	0	0	-0.1
Cc1ccc(NS(=O)(=O)c2ccc(C(=O)N3CCN(c4ncccn4)CC3)cc2)cc1	-3	12	1	-1	7	4	0	24	0.2
O=C(CCc1ccccc1)NNC(=O)Cc1ccc(Cl)cc1	-1	-8	5	-4	-12	-2	-3	7	-1.1
COC(=O)c1sc(-c2cccs2)cc1N	0	11	-5	19	10	-4	-7	-8	5.1
CC(=O)NC(Cc1cc(C)ccc1C)C(=O)N1CCN(C(=O)c2ccc([N+](=O)[O-])cc2)CC1 (stereo not given)	-5	9	11	16	16	-4	-2	16	2.1

# The results go on.
SMILES	UPR XBP1 act	TIM10 inh	APJ antagonist	tim23-1 inh	tim10-1 inh	CXCR6 inh	APJ ag	Mdm2 MdmX PPI	CHOP UPR activ
O=C1NC2(CCCCC2)N=C1c1ccc(Br)cc1	5	6	5	13	18	11	-3	5	0.2
CCOc1ccc(NC(=S)N(CCc2c(C)[nH]c3ccc(C)cc23)Cc2ccco2)cc1	-2	3	8	8	16	7	-4	30	2.3
Cc1cccc(NS(=O)(=O)c2ccc(C(C)(C)C)cc2)n1	-3	-4	-9	22	3	-4	-4	18	-0.3
CCOC(=O)CC(=O)CSc1nc2nc(C)cc(C)n2n1	2	7	25	13	5	-1	-1	4	-2.3
CCOC(=O)C(C)n1cnc2c1c(=O)[nH]c(=O)n2C (stereo not given)	0	-7	8	-9	-7	-7	7	-11	-1.0
CSc1ccc(CN(C)CC(=O)N(C)CC(=O)Nc2ccccc2Br)cc1	-1	7	-11	18	-3	3	-2	4	-0.8
Cc1ccc(OC(=O)COc2ccccc2)c(-n2nc3ccccc3n2)c1	0	34	8	34	32	-9	-4	-64	4.4
O=C(COC(=O)c1ccc2c(c1[N+](=O)[O-])C(=O)c1ccccc1C2=O)NC1CC1	-2	60*	-72	76*	80*	-19	8	34	8.4
Cn1c(=O)c2c(ncn2CC(=O)NC(C)(C)C)n(C)c1=O	0	15	11	17	20	-3	3	-9	0.0
O=C(CCc1nc2ccccc2c(=O)[nH]1)Nc1nnc(SCc2ccc(F)cc2)s1	5	1	-10	3	6	1	-4	14	1.8

# 3 compounds already listed, sorted by number of heavy atoms, descending:
SMILES	UPR XBP1 act	TIM10 inh	APJ antagonist	tim23-1 inh	tim10-1 inh	CXCR6 inh	APJ ag	Mdm2 MdmX PPI	CHOP UPR activ
O=C(CCc1nc2ccccc2c(=O)[nH]1)Nc1nnc(SCc2ccc(F)cc2)s1	5	1	-10	3	6	1	-4	14	1.8
O=C(COC(=O)c1ccc2c(c1[N+](=O)[O-])C(=O)c1ccccc1C2=O)NC1CC1	-2	60*	-72	76*	80*	-19	8	34	8.4
Cc1cccc(NS(=O)(=O)c2ccc(C(C)(C)C)cc2)n1	-3	-4	-9	22	3	-4	-4	18	-0.3

# New compounds follow:
SMILES	UPR XBP1 act	TIM10 inh	APJ antagonist	tim23-1 inh	tim10-1 inh	CXCR6 inh	APJ ag	Mdm2 MdmX PPI	CHOP UPR activ
S=c1[nH]ccn1-c1cccc(Cl)c1	-2	13	4	-11	8	-9	1	17	-0.5
Cc1ccc(C(=O)N/C(=C\c2cccs2)C(=O)NCCc2c[nH]c3ccccc23)cc1	0	7	-4	17	14	19	-1	18	1.1
CCOC(=O)CNC(=O)CN1C(=O)CCS(=O)(=O)c2ccccc21	-1	-14	-20	5	11	-2	-5	30	-3.4
CCOc1ccc(OCCN2C(=O)c3ccccc3C2=O)cc1	4	-10	18	11	-6	2	0	-7	1.4
COc1ccccc1-c1nnc(SCC(=O)Nc2cc(C)on2)o1	3	5	-18	3	7	5	-6	-5	-0.6
Nc1[nH]c(=O)[nH]c(=O)c1N=Nc1ccccc1Cl	-2	4	26	2	-5	10	3	16	2.3
CC(C)(C)NC[C@H](O)COc1cccc2c1CCCC2=O	-11	6	-7	-4	11	2	-1	22	-0.2
CCCn1c(=O)c(C(=O)Nc2ccccc2C(=O)OCC)c(O)c2ccccc21	-2	0	11	-10	-1	16	1	-19	-0.4
Cc1nn(CC(=O)N2CCN(c3ccccc3)CC2)c(=O)c2cccn12	2	1	-4	-5	-1	-8	-4	7	2.7
CCN(CCn1cccn1)Cc1cn[nH]c1-c1cccc2ccccc12	-1	-11	1	8	9	-2	-3	5	1.1
